Compound activity as filed in PubChem BioAssay.
Nrf2 activator: activators of Nrf2 (ARE) signaling. AREc32 ARE-luciferase reporter (MCF7-derived line), luminescence, 24 h. Potency, µM (series often up to 46.1 µM), inactives show at the highest dose activation, usual class: activators. 0.31% of 410,000 active. AID 624171; note: potency is the fitted concentration of half-maximal effect; % of control where 0% means no effect; nearly all actives have a fitted effect of over 65% in size
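Each well held 1000 AREc32 cells, which were incubated with compound for 24 hr at 37 deg C after overnight attachment, and ARE reporter activity was quantified by firefly luciferase luminescence.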
CCT modulator: modulators of cytosolic chaperonin (CCT/TRiC) activity | purified chaperonin ATPase assay, HTRF ADP detection, 30 min | activity change, % (no concentration beside the values), hits read low | 0.3% of 360,000 active; in the data active = activity change below about -30%; note: % is set by controls: 0 for no effect and ±100 for the full control effect
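TRiC at 40 or 20 nM final (batch-dependent) in 30 mM Tris pH 7.4, 100 mM KCl, 5 mM MgCl2, 1 mM DTT, with compound at single 76 uM and 10 uM ATP, 30 min at 37 deg C. ADP detected by HTRF Transcreener, 665/615 ratio.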
TGFb SMAD3 inh: inhibitors of TGF-b signaling; HepG2 CAGA-GFP TGF-b/SMAD3 reporter, GFP fluorescence, 18 h; TGF-beta stimulated, 500 pg/mL final; Potency, µM (highest dose often 46.1 µM), for inactives: at the top dose activity, negative = inhibition, actives largely listed as inhibitors; 1.2% of 410,000 active; AID 588855; note: potency is the fitted concentration of half-maximal effect; % is set by controls: 0 for no effect and ±100 for the full control effect; nearly all actives have a fitted effect of over 65% in size
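First, reporter cells (HEPG2 CAGA-GFP) rested 2 h at 37 degrees C. Next, compounds were pinned in and TGF-beta added to 500 pg/mL final. After 18 h, GFP was imaged per cell and summed per well.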
HepG2 viability: kills HepG2 cells in TGF-b inhibitor counter-screen; HepG2 CAGA-GFP viability, ATP luminescence, 18 h; Potency, µM (highest dose often 46.1 µM), inactives show at the top dose activity change, negative = cytotoxicity, hits mostly cytotoxic; 0.76% of 410,000 active; note: potency is the fitted concentration of half-maximal effect; some results filed as inactive show a strong effect at the top dose
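HepG2 CAGA-GFP cells (1000/well, DMEM with 1% FBS) received compound, then TGF-beta at 500 pg/mL final, and were incubated 18 hours at 37 degrees C. Viability was read by CellTiter-Glo luminescence. Media-only wells were set as complete cell-killing and DMSO as no toxicity.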
MmCpn inh: M. maripaludis TRiC chaperonin inhibition; 0.031% of 330,000 active; purified Mm-Cpn ATPase, ADP Transcreener TR-FRET; Potency, µM (doses to about 76.9 µM), inactives show at the highest dose activity, negative = inhibition, actives largely listed as inhibitors; note: potency is the fitted concentration of half-maximal effect; % is set by controls: 0 for no effect and ±100 for the full control effect; nearly all actives have a fitted effect of over 80% in size
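ATP (10 uM final) was added to archaeal chaperonin (25 nM final) after 10 min exposure to test compound at 37°C; after 30 min further incubation, ADP was detected by competitive TR-FRET.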
A549 tox: A549 cytotoxicity, counter-screen for Nrf2 inhibitors | Potency, µM (series often up to 46 µM), inactives show at the highest dose activity change, negative = cytotoxicity, usual class: inhibitors | A549 ARE-Fluc cells, CellTiter-Fluor viability, 18-24 h | 0.16% of 390,000 active; note: potency is the fitted concentration of half-maximal effect; % is set by controls: 0 for no effect and ±100 for the full control effect
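A549 ARE_Fluc cells in 5% FBS OPTI-MEM were exposed to compounds in concentration-response for 18-24 h at 37 deg C. Viability was read by CellTiter-Fluor fluorescence (Ex 405/Em 525) after 30 min, before the luciferase read.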
S2 tox: cell viability loss in ATXN counter-screen; S2 cells (HEK-293 line with an ATXN2-luciferase reporter) viability, CellTiter-Fluor protease fluorescence, 24 h; Potency, µM (doses to about 56.7 µM), usual class: cytotoxic; AID 651635; 0.49% of 400,000 active; note: potency is the fitted concentration of half-maximal effect; nearly all actives have a fitted effect of over 40% in size
pAkt inh: inhibitors of Akt phosphorylation | AID 651550 | 0.32% of 360,000 active | Neuro2A IGF-stimulated pAkt S473 HTRF, 20 min; active compounds read low | activity change, % for hits at 50 µM; in the data active = activity change below about -80%; inconclusive = mostly about -51% to -80%; note: % is set by controls: 0 for no effect and ±100 for the full control effect
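Single-point screen (50 µM final compound) in Neuro2A cells stimulated 20 min with 6 nM IGF at 37 deg C. After lysis, Ser473-phosphorylated Akt read by HTRF (ex 330 nm, em 615/665 nm) as the 665/615 ratio.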
Nrf2 block: inhibitors of Nrf2 signaling; 2.1% of 360,000 active; AID 504444; Potency, µM (doses to about 46 µM), inactives show at the top dose activity change, negative = inhibition, usual class: inhibitors; A549 ARE-Fluc reporter, luciferase luminescence, 18-24 h; note: potency is the fitted concentration of half-maximal effect; % is set by controls: 0 for no effect and ±100 for the full control effect; nearly all actives have a fitted effect of over 60% in size
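A549 ARE_Fluc cells (5000/well, 5% FBS OPTI-MEM) pre-incubated 2 h, then treated with compounds 18-24 h at 37C/5% CO2 in concentration-response. CellTiter-Fluor viability read first; BugLite luciferase luminescence after 15 min at room temperature gives Nrf2 activity.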
Numbers without * were called inactive; i = inactive; ? = inconclusive; . = no result given. Unless noted, calls come from the whole dose curve; as a rule, active = well fitted curve in the direction sought with a large enough effect; inconclusive = small, poorly fitted or top-dose-only effect, or another doubt; inactive = no such curve, though single readings can be large; an effect the other way counts as inactive or inconclusive.

nr	SMILES	Nrf2 activator	CCT modulator	TGFb SMAD3 inh	HepG2 viability	MmCpn inh
1	CC(C)c1c(O)nc(SCCOc2ccc(Cl)cc2)[nH]c1=O	-0.3%	0.1	7.4%	14.1%	-1.8%
2	CN(C)C(CNC(=O)c1cc(-c2ccco2)nc2ccccc12)c1ccccc1 (stereo unspecified)	12.6µM*	1.6	-8.8%	-6.8%	-0.5%
3	O=C(Nc1ccc(F)cc1F)c1cc2nc3c(c(C(F)(F)F)n2n1)CCCC3	1.9%	0.1	-9.5%	4.9%	-0.6%
4	COCCNc1ccc(-c2n[nH]c(=O)c3ccccc23)cc1[N+](=O)[O-]	-0.8%	-5.2	0.0%	4.1%	0.1%
5	Cc1ccc(C(C)NC(=S)NCc2ccc(F)cc2)cc1C (stereo unspecified)	-0.2%	3.0	?	-62.9%	-0.4%
6	Cn1cc(C(=O)c2cccc(Cl)c2)cc1C#N	0.7%	1.3	-3.8%	-3.9%	-3.6%
7	O=S(=O)(Nc1cc(S(=O)(=O)N2CCOCC2)ccc1N1CCOCC1)c1ccc2c(c1)OCCO2	-0.1%	0.4	-0.9%	-9.0%	5.3%
8	CC(C)CCNC(=O)CCCn1c(=O)c2cccn2c2ccccc21	-0.7%	.	0.0%	-15.9%	.
9	COc1ccc(/C=C(\C#N)C(=O)c2cccn2C)cc1	0.3%	-1.4	2.2%	6.4%	-0.7%
10	O=C(NCCSSCCNC(=O)c1ccccc1)c1ccccc1	20.3%	-0.4	?	-4.0%	.
11	CCN1CCN(c2ncnc3c2cnn3-c2ccccc2)CC1	4.0%	-2.3	0.5%	-10.2%	-3.1%
12	O=C(CCCN1C(=O)S/C(=C\c2ccccc2)C1=O)NNC(=O)c1ccccc1O	-3.0%	-2.5	4.4%	-37.1%	0.3%

nr	A549 tox	S2 tox	pAkt inh	Nrf2 block
1	0.4%	i	i	-5.2%
2	-10.7%	i	i	?
3	-6.0%	?	i	?
4	-8.9%	i	i	?
5	15.5%	?	i	?
6	9.0%	i	i	-8.2%
7	13.6%	i	i	?
8	-13.9%	.	.	-14.7%
9	2.3%	i	i	8.4%
10	-0.5%	i	i	13.0%
11	5.7%	i	i	?
12	1.8%	?	i	13µM*

(more compounds)
nr	SMILES	Nrf2 activator	CCT modulator	TGFb SMAD3 inh	HepG2 viability	MmCpn inh
13	Cc1oc2ncn(C)c(=O)c2c1C(=O)NCCCN1CCCC(C)C1 (stereo unspecified)	-0.2%	.	-21.1%	-5.4%	.
14	CC(=O)Nc1cccc(-c2nn[nH]n2)c1	-0.3%	0.0	2.7%	10.1%	-0.4%
15	CN(C)c1ccc(N/C=C/C(=O)c2ccco2)cc1	-0.6%	-0.5	-5.6%	-40.8%	-17.7%
16	O=C(NNC(=S)Nc1ccc(Cl)cc1Cl)c1ccncc1	3.0%	-1.0	?	-25.2%	1.6%
17	COc1cc(OC)c(NC(=O)C2CCCN(c3ncnc4c3nc3n4CCCCC3)C2)cc1Cl (stereo unspecified)	-1.1%	.	8.0%	9.0%	.
18	O=C(Cc1ccc(S(=O)(=O)N2CCOCC2)s1)Nc1ccccc1N1CCOCC1	-0.4%	-1.2	-8.9%	3.8%	-4.3%
19	CC(C)COCC(O)CC(Cc1ccccc1)C(=O)NN (stereo unspecified)	-0.5%	-1.2	14.7%	7.6%	-0.2%
20	O=[N+]([O-])c1cc(S(=O)(=O)N2CCOCC2)ccc1N1CCNCC1	0.0%	2.7	-4.0%	1.3%	-3.0%
21	CC(=O)c1ccc(S(=O)(=O)NC2CCSc3ccccc32)cc1 (stereo unspecified)	-0.2%	-1.8	-16.9%	-10.8%	-2.2%
22	COc1cc([N+](=O)[O-])ccc1NC(=O)Nc1ccc2c(c1)OCCO2	3.8%	0.9	1.2%	5.4%	-0.9%
23	CCCc1nc2ccccc2c(C(=O)OCC(=O)c2ccc3c(c2)NC(=O)CO3)c1CC	0.1%	-1.6	0.0%	-13.9%	-4.6%
24	CC(C)(C)S(=O)N1Cc2cc(C(=O)NCc3ccc4c(c3)OCO4)nc(-c3cccc(-c4ccncc4)c3)c2[C@H]1CCO (stereo partly specified)	3.9%	1.6	24.1%	-16.5%	.

nr	A549 tox	S2 tox	pAkt inh	Nrf2 block
13	10.7%	i	.	?
14	-5.1%	i	i	0.8%
15	-4.1%	?	i	?
16	0.1%	i	i	12.2%
17	13.5%	i	.	?
18	-15.9%	i	i	-24.2%
19	0.7%	i	i	-4.6%
20	5.1%	?	i	-2.5%
21	2.5%	i	i	-27.7%
22	3.9%	i	i	?
23	-3.4%	.	.	5.6%
24	.	i	i	.

In another format: results already given.
| # | SMILES | Nrf2 activator | CCT modulator | TGFb SMAD3 inh | HepG2 viability | MmCpn inh | A549 tox | S2 tox | pAkt inh | Nrf2 block |
| --- | --- | --- | --- | --- | --- | --- | --- | --- | --- | --- |
| 17 | COc1cc(OC)c(NC(=O)C2CCCN(c3ncnc4c3nc3n4CCCCC3)C2)cc1Cl (stereo unspecified) | -1.1% | . | 8.0% | 9.0% | . | 13.5% | i | . | ? |
| 18 | O=C(Cc1ccc(S(=O)(=O)N2CCOCC2)s1)Nc1ccccc1N1CCOCC1 | -0.4% | -1.2 | -8.9% | 3.8% | -4.3% | -15.9% | i | i | -24.2% |
| 19 | CC(C)COCC(O)CC(Cc1ccccc1)C(=O)NN (stereo unspecified) | -0.5% | -1.2 | 14.7% | 7.6% | -0.2% | 0.7% | i | i | -4.6% |
| 20 | O=[N+]([O-])c1cc(S(=O)(=O)N2CCOCC2)ccc1N1CCNCC1 | 0.0% | 2.7 | -4.0% | 1.3% | -3.0% | 5.1% | ? | i | -2.5% |
| 21 | CC(=O)c1ccc(S(=O)(=O)NC2CCSc3ccccc32)cc1 (stereo unspecified) | -0.2% | -1.8 | -16.9% | -10.8% | -2.2% | 2.5% | i | i | -27.7% |

(further entries)
nr	SMILES	Nrf2 activator	CCT modulator	TGFb SMAD3 inh	HepG2 viability	MmCpn inh
25	O=C(CSc1nccc(=O)[nH]1)N1CCN(c2ccccc2)CC1	-0.5%	-7.1	11.1%	-31.3%	0.6%
26	CNCCNC[C@H](Cc1cccc2ccccc12)NCCc1ccccc1	7.2%	1.2	1.9%	-27.5%	-0.1%
27	Cc1cc(C)c2[nH]c(C(=O)N3CCC(n4nccc4NC(=O)C4CC4)CC3)c(C)c2c1	-0.4%	-3.2	-27.1%	11.9%	0.3%
28	COc1ccc(OC)c2c1CC(C)(C)NC2=O	0.4%	1.3	1.0%	0.9%	-1.3%
29	CCOc1ccc(NC(=O)N[C@@H](Cc2ccccc2)C(=O)O)cc1	-0.7%	0.2	5.2%	2.6%	-0.9%
30	O=C(COC(=O)c1cc(S(=O)(=O)N2CCOCC2)ccc1Cl)Nc1ccc2c(c1)OCO2	0.5%	0.9	5.3%	-18.1%	-5.4%
31	O=C(COCc1cc(-c2ccco2)on1)NC1CCCCC1	14.6%	1.1	-8.0%	-18.5%	-1.4%
32	CC(NS(=O)(=O)c1ccc(CCC(=O)NCc2ccco2)cc1)c1ccccc1 (stereo unspecified)	5.6%	-1.6	-26.9%	5.9%	-1.4%
33	Cc1ccnc(NCc2cccc3ccccc23)c1	3.9%	1.4	?	-23.5%	0.5%
34	CC(c1ccccc1)N(CC(=O)NC1CCCCC1)S(=O)(=O)c1cccc(C(F)(F)F)c1 (stereo unspecified)	7.2%	-1.0	?	-22.4%	1.5%
35	Cc1ccc(C(=O)OC(C)C(=O)NC2CCCCC2)cc1S(=O)(=O)N1CCCCC1 (stereo unspecified)	2.5%	-3.9	1.4%	3.2%	0.5%
36	CCn1cc(C2=NOC(C(=O)Nc3ccccc3C(=O)OC)C2)c(C)n1 (stereo unspecified)	2.6%	-2.5	0.3%	0.4%	0.7%

nr	A549 tox	S2 tox	pAkt inh	Nrf2 block
25	15.9%	i	i	7.3%
26	17.0%	i	i	18.0%
27	-11.6%	i	i	-26.0%
28	-0.5%	i	i	-7.3%
29	-5.7%	i	i	1.6%
30	-0.7%	?	i	1.8%
31	4.9%	.	i	10.6%
32	-9.0%	i	i	5.8%
33	-4.7%	?	i	?
34	-15.7%	?	i	?
35	9.1%	?	i	?
36	-3.8%	?	i	-21.4%

More compounds.
nr	SMILES	Nrf2 activator	CCT modulator	TGFb SMAD3 inh	HepG2 viability	MmCpn inh
37	O=C(Nc1ccccc1)C(Cc1ccccc1)N1Cc2ccccc2C1=O (stereo unspecified)	-1.3%	.	-2.0%	4.0%	.
38	CCCCn1c2ccccc2c2nnc(SCC(=O)Nc3ccc(NC(C)=O)cc3)nc21	0.1%	.	15.8%	-15.1%	.
39	O=C(N/N=C/c1ccc(O)c([N+](=O)[O-])c1)c1ccncc1	-0.4%	-2.9	-9.5%	-19.3%	2.2%
40	CCCCc1[nH]c(=O)c(C#N)c2c1CSC(C)(C)C2	-1.1%	-0.9	-5.7%	-77.8%	0.3%
41	Cc1cc(C)c(C(=O)COC(=O)[C@H](C)Nc2ccc(C(F)(F)F)cc2[N+](=O)[O-])c(C)c1	2.7%	1.0	-4.5%	-29.1%	-0.3%
42	COC(=O)c1cnc(Nc2cc(C)ccc2OC)c2ccccc12	3.3%	-1.3	22.0%	4.1%	0.9%
43	Cc1noc(C)c1C(=O)NNc1ccc(C(C)C)cc1	-1.4%	-0.3	1.5%	-4.2%	2.5%
44	Cc1ccc(OS(=O)(=O)c2c(C)nn(C)c2Cl)c(C)c1	-0.1%	-1.7	8.5%	6.2%	-7.2%

nr	A549 tox	S2 tox	pAkt inh	Nrf2 block
37	1.3%	.	.	-3.1%
38	-5.0%	i	.	?
39	-7.2%	i	i	-11.6%
40	7.6%	i	i	.
41	-19.1%	i	i	-0.1%
42	1.7%	i	i	-9.2%
43	0.7%	i	i	0.2%
44	8.8%	i	i	1.5%

An unsorted share of the library (roughly 4.4% active in at least one column).
